Source: PubChem (The Scripps Research Institute Molecular Screening Center)
ADAM10 inh = inhibitors of human ADAM10; O14672; recombinant ADAM10, EDANS/DABCYL FRET peptide cleavage, 3 h; inhibition, % at 7 µM; 370,000 compounds, 0.62% hits;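 active = inhibition above a per-campaign cutoff equal to the mean of compounds falling between control-based bounds plus 3 SD, cut at about 20% in these data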;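 note: 0% = DMSO wells while the 100% control is not disclosed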
TDP2 absorb = TDP2 (human) inhibition, absorbance primary screen; O95551; recombinant TDP2, T5PNP hydrolysis, p-nitrophenol absorbance 415 nm; inhibition, % at 12.8 µM; 370,000 compounds, 0.34% hits; AID 720702;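 active = inhibition above the mean of all tested compounds plus 3 SD, set per campaign, cut at about 25% in these data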;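 note: 0% = DMSO with enzyme and 100% = buffer with substrate but no TDP2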
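Evaluation: % inhibition relative to enzyme-containing and enzyme-free wells. Material: recombinant human TDP2. Benchmarks: enzyme-free and DMSO wells. Timing: enzyme reaction with compound for 2 h at 37 °C. Compound dosing: 12.8 µM only. Measured by: p-Nitrophenol epi absorbance. Reagent: T5PNP substrate at 5 mM, a TopII-DNA adduct mimic. Replication: single well per compound.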
SIAE primary = human SIAE inhibition, primary screen; SIAE FP-Rh probe binding, fluorescence polarization; inhibition, % at 9.66 µM; AID 1053197; 370,000 compounds, 0.69% hits;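 active = inhibition above a cutoff: mean of compounds within the control limits plus 3 SD of those, cut at about 17% in these data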;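 note: 0% = plate median of compound wells and 100% = probe without SIAE protein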
Target sequence (Q9HAT2 whole entry, looked up): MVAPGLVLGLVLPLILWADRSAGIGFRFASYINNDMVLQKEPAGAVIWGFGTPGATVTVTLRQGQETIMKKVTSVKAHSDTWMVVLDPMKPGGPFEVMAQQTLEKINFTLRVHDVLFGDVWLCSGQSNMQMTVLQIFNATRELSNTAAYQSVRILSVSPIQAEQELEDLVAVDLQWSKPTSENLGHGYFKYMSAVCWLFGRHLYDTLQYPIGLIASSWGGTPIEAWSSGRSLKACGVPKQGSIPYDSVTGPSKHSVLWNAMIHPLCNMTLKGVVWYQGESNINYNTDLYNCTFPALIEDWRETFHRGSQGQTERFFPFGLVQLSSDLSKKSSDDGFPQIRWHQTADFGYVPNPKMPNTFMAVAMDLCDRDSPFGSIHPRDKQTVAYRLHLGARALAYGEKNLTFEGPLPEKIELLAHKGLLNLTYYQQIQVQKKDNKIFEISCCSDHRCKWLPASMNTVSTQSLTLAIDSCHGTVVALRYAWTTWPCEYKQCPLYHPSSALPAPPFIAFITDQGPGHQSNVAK
PLC-beta3 inh = blocks human PLC-beta3 enzyme activity; Q01970; Purified PLC-beta3, fluorogenic substrate, fluorescence; inhibition, % at 12.2 µM; 370,000 compounds, 0.18% hits; AID 720704; in the data active = inhibition above about 11%;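 note: 0% = median of compound wells on plate and 100% = full blocker control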
Tn7 DDE FP = disrupts Tn7 cyclic peptide binding to fibrin D-Dimer-E complex; P02675; FP displacement of FITC-Tn7 peptide from fibrin DD(E); 0% = median of compound wells per plate; inhibition, % at 8.3 µM; 370,000 compounds, 0.13% hits; AID 720508;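 active = inhibition above the mean of compounds falling within the control limits plus 3 SD of them, cut at about 14% in these data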;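 note: 0% = plate median of compound wells and 100% = 10 µM Aha-Tn7 peptide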
Target sequence (P02675 whole entry, looked up): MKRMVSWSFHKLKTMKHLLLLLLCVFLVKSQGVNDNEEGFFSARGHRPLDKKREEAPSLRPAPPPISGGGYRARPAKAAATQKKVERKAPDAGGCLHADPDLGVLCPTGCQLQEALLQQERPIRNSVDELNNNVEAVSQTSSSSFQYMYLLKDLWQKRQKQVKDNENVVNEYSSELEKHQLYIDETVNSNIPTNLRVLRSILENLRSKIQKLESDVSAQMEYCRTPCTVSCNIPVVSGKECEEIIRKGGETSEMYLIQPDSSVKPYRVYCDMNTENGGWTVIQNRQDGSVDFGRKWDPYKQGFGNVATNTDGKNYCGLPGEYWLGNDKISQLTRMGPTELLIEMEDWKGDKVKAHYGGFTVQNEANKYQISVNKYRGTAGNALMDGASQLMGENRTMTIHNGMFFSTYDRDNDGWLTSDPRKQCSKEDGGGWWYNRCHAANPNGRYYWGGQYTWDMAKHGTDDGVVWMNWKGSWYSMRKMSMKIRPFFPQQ
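Test system: human clot-derived fibrin DD(E) complex / Quantity: 2 µM final DD(E) protein / Incubation: 10 min plus 3 h, room temperature / Measured by: fluorescence polarization / Benchmarks: high control of 10 µM Aha-Tn7 peptide / Replicates: singlicate testing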
ADAM17 inh = ADAM17 inhibition, QFRET primary screen. P78536. recombinant ADAM17, EDANS/DABCYL FRET peptide cleavage. inhibition, % at 6.95 µM. 370,000 compounds, 0.83% hits. AID 720648;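 active = inhibition above the mean of compounds lying between control limits plus 3 SD, set per campaign, cut at about 8.5% in these data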;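 note: 0% = DMSO-only wells as the low control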
ARFGAP1 inhibitor = inhibitors of rat ARFGAP1; Arfgap1-stimulated ARF1 GTP hydrolysis, GDP FP detection; inhibition, % at 16.5 µM; 360,000 compounds, 0.26% hits; AID 651572;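 active = inhibition above a per-plate limit, mean inhibition of low control wells plus 3 SD, cut at about 25% in these data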;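 note: 0% = DMSO wells with enzyme and 100% = wells lacking Arfgap1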
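Assay system: purified rat His6-Arfgap1 residues 1-136 (GAP domain); Reagent: human Δ17 ARF1 bound to GTP; Dosing: 16.5 µM single point, 1.26% DMSO; Times: GTP hydrolysis reaction 2 h at 25 °C; Signal: FP, GDP Alexa 633 tracer displaced from anti-GDP antibody, 620/688 nm; Measure: % inhibition from polarization.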
ASAP1 inh = blocks human ASAP1-stimulated Arf1 GTP hydrolysis | Q9ULH1 | GDP FP detection | inhibition, % at 16.5 µM | 360,000 compounds, 0.19% hits | AID 624377; in the data active = inhibition above about 25%;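 note: 0% = vehicle with enzyme and substrate and 100% = no enzyme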
PLCg1 inh = inhibitors of human phospholipase C gamma1; P19174; purified PLC-gamma1, fluorogenic substrate, fluorescence; inhibition, % at 12.2 µM; 370,000 compounds, 0.84% hits; in the data active = inhibition above about 9.5%
Tn6 DDE FP = disrupts Tn6 cyclic peptide binding to fibrin D-Dimer-E complex; P02675; Fibrin DD(E) TRITC-Tn6 fluorescence polarization displacement; inhibition, % at 8.3 µM; 370,000 compounds, 0.21% hits;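 active = inhibition above a per-campaign cutoff: mean of compounds within control limits plus 3 SD, cut at about 15% in these data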;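 note: 0% = median of all compound wells on the plate and 100% = blocking peptide control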
The depositor's hits bear a star; i = inactive. Rows were taken by chance; any-hit rate near 3.6%.

SMILES | ADAM10 inh | TDP2 absorb | SIAE primary | PLC-beta3 inh | Tn7 DDE FP | ADAM17 inh | ARFGAP1 inhibitor | ASAP1 inh | PLCg1 inh | Tn6 DDE FP
CN(C)S(=O)(=O)c1cc(NC(=O)COC(=O)C2CSC3(C)CCC(=O)N23)ccc1Cl (stereo not drawn) | 9 | -11 | 5 | 0 | -2 | 3 | -2 | 2 | 2 | -4
CCOC(=O)[C@]12Cc3c(cc(OC)c(OC)c3OC)[C@H]1N(C1CCCCC1)C(=O)c1cc(OC)ccc12 | -8 | 1 | -1 | -7 | 4 | -2 | 11 | 2 | -7 | -4
COc1cccc(NC(=O)CSc2nnnn2C(C)C)c1 | 7 | 7 | 0 | 6 | -1 | -1 | -4 | -2 | 1 | -2
Fc1ccccc1N1CCN(C(c2cccs2)c2nnnn2CCc2ccccc2)CC1 (stereo not drawn) | 4 | 11 | 0 | 3 | -1 | -2 | -7 | -2 | 1 | -1
CCCCOc1ccc(C(=O)Nc2cc(C)c(OCC(=O)N3CCOCC3)c(C)c2)cc1 | 4 | 7 | -3 | -2 | 6 | 1 | 9 | -2 | 0 | -15
Cn1c(=O)n(C)c2cc(NC(=O)CCc3ccccc3)c(Br)cc21 | -4 | 1 | -2 | -5 | 7 | -4 | -16 | 2 | 0 | 1
CSCC[C@H](NC(=O)Nc1cccc(Br)c1)C(=O)O | 0 | 3 | -2 | -9 | 0 | -5 | -6 | -12 | 2 | -6
CSCCC(NC(=O)c1cc(CC(C)C)oc1C)C(=O)O (stereo not drawn) | -7 | -6 | 2 | -6 | -1 | -6 | 0 | 4 | 5 | 0
CC(C)N1CCc2[nH]c(=S)[nH]c(=O)c2C1 | -5 | 9 | 0 | 1 | 3 | -7 | 6 | 0 | -3 | 3
CC(=O)OCC1=C(C(=O)O)N2C(=O)C(NC(=O)CCn3nc(C(F)(F)F)c(Br)c3C3CC3)C2SC1 (stereo not drawn) | 3 | 4 | 7 | -5 | -5 | -1 | 11 | 10 | 4 | 0
Cc1cccc(NC(=O)C2SC(=Nc3c(C)cccc3C)C(C(=O)N3CCOCC3)=C2N)c1 (stereo not drawn) | 4 | -3 | 3 | 7 | -14 | 5 | 6 | -4 | 7 | 0
CCn1c(SCC(=O)OCC(=O)N2c3ccccc3NC(=O)C2(C)C)nnc1-c1ccco1 | 3 | -7 | 10 | 1 | 0 | -5 | 2 | 3 | 0 | -10
O=C(COc1ccc(Cl)cc1Cl)NNC(=S)NCc1ccco1 | 6 | -1 | 3 | 1 | 6 | 3 | 5 | 9 | -2 | 0
CCOC(=O)/C=C/C(=O)NNC(=O)c1ccccc1Cl | -8 | 0 | 3 | -3 | -1 | 1 | -5 | 3 | 0 | 2
COc1ccccc1/C=N/NC(=O)C(=O)NCc1cccnc1 | -20 | 2 | 3 | -7 | -3 | -1 | 1 | 5 | -8 | 2
COc1ccc2[nH]c(=O)cc(C(=O)O)c2c1 | i | 11 | 7 | i | -8 | -171 | 4 | 13 | i | -2
Cc1ccc(S(=O)(=O)NNC(=O)c2cnn(-c3ccc(Cl)cc3)c2C(F)(F)F)cc1 | 8 | -16 | 2 | -7 | -11 | 1 | 15 | -4 | 1 | 7
C#CCOc1ccc(CNC[C@H]2O[C@@H](n3ccc(N)nc3=O)[C@H](O)[C@@H]2O)cc1 | 0 | 11 | -2 | 1 | -6 | -3 | 0 | -4 | 2 | 0
O=C(Nc1cccc(S(=O)(=O)N2CCOCC2)c1)c1cn(-c2ccccc2)nc1-c1ccc(F)cc1 | 13 | -3 | 23* | 3 | 5 | 1 | 11 | 0 | 3 | 7
Cc1ccc(S(=O)(=O)CCC(=O)Nc2nnc(-c3ccc(F)cc3)o2)cc1 | -6 | 4 | 3 | -9 | -8 | 4 | 2 | -5 | 9 | 4
COC(=O)[C@]1(C)CCC[C@@]2(C)C3CC[C@@]4(C)C[C@]3(CCC21)CC4=NO (stereo partly drawn) | 11 | -4 | 5 | 3 | -3 | 5 | -6 | 2 | 2 | -5
O=C(COC(=O)c1cccc(S(=O)(=O)N2CCOCC2)c1)NCc1ccc2c(c1)OCO2 | -9 | 2 | -7 | 1 | -13 | -3 | 1 | 0 | 1 | -5
CC(OC(=O)c1cc(Br)ccc1O)C(=O)NC1(C#N)CCCCC1 (stereo not drawn) | -14 | 8 | -3 | -6 | 5 | -1 | 5 | -10 | -7 | -8
C/C(=C\C(=O)c1ccccc1)Nc1ccc(N2CCOCC2)cc1 | 2 | 33* | 18* | -5 | 7 | 1 | 3 | -12 | 0 | 8
COc1cc(CN2CCCC(CO)(Cc3cccc(Cl)c3)C2)cc2c1OCO2 (stereo not drawn) | -4 | -9 | -5 | -9 | 1 | -1 | 11 | -3 | -1 | -4

(next part)
SMILES | ADAM10 inh | TDP2 absorb | SIAE primary | PLC-beta3 inh | Tn7 DDE FP | ADAM17 inh | ARFGAP1 inhibitor | ASAP1 inh | PLCg1 inh | Tn6 DDE FP
O=C(CSc1nnc2c(Cl)cc(C(F)(F)F)cn12)NCc1ccc(F)cc1 | -26 | 0 | -1 | -15 | -4 | -9 | 5 | 8 | -16 | 1
CCCCOc1ccc(OCCNS(=O)(=O)N(C)C)cc1 | 10 | -11 | 1 | 4 | -2 | 2 | 2 | 0 | 1 | 2
O=S(N1CCCCC1)C12CC3CC(CC(C3)C1)C2 (stereo not drawn) | -2 | 10 | 3 | 3 | -5 | 0 | 10 | 0 | 0 | -5
COc1ccc(N2CCN(C3CC(=O)N(c4ccc5c(c4)OCCO5)C3=O)CC2)cc1 (stereo not drawn) | -3 | -5 | 3 | 3 | 5 | -1 | 8 | -19 | -2 | 4
Cc1ccnn1-c1ccc(C(=O)NCC(c2ccco2)N2CCCC2)cc1 (stereo not drawn) | -6 | 1 | 0 | -1 | -2 | -3 | -3 | 4 | 2 | 0
CCCc1ccc2oc(C(=O)N3CCC(O)CC3)c(C)c2c1 | -1 | 1 | 3 | 0 | -2 | -2 | -8 | 12 | 1 | -5
Cc1ccc(-c2cc3ccccc3nc2N2CCCC2)cc1 | -17 | -4 | 0 | -13 | 8 | -8 | 2 | -7 | -8 | -3
C/C=C1\NC(=O)[C@H](C)NC(=O)[C@@H](NC(=O)[C@@H](Cc2ccc(O)cc2)NC(=O)[C@@H](NC(=O)/C(C)=C/C)C(C)C)[C@@H](C)OC(=O)[C@H](CCCCc2ccc(O)cc2)NC(=O)[C@@H](CCC(=O)O)NC1=O | -5 | -5 | 1 | 3 | -7 | 5 | 13 | 15 | 0 | 6
CCOc1ccc(C=NNC(=O)c2cccc3ccccc23)cc1OCC | -3 | -8 | 3 | -16 | -1 | -4 | -7 | -1 | -9 | -3
CNc1snc(C)c1C(=O)OC(C)C(=O)Nc1ccc(F)cc1 (stereo not drawn) | -12 | -2 | 3 | -6 | 0 | -5 | -2 | 3 | 3 | 0
CCCCNS(=O)(=O)c1ccc(S(=O)(=O)NCc2ccncc2)cc1 | -4 | -7 | 1 | 2 | -3 | -2 | -17 | 12 | 2 | 3
O=C(N/N=C/c1cccc(OC2CSC2)c1)c1ccccc1O | -3 | 8 | 0 | -35 | -4 | -2 | 3 | 17 | -32 | -5
C=CCN1[C@H](COCc2ccccc2)C=CS1(=O)=O | -12 | 16 | 2 | 0 | -4 | -6 | -2 | 11 | 3 | -4
COc1ccc(/C=N/NC(=O)c2ccc(COc3ccccc3Cl)o2)cc1 | -23 | -2 | -2 | -11 | 3 | -11 | 0 | -6 | -13 | -3
O=C(CN1CCN(c2ccc([N+](=O)[O-])cc2)CC1)c1ccccc1 | 1 | 1 | 6 | -6 | 1 | 1 | -2 | -4 | 0 | 7
COc1cc(Cl)c(CN2CCC(CO)(CCOc3ccccc3)CC2)cc1OC | 6 | -14 | 4 | -6 | 4 | 1 | -6 | 1 | 1 | 6
CC(C)c1ccc(NC(=O)CSc2nc(=O)n(CCCN3CCOCC3)c3c2CCCC3)cc1 | -6 | -1 | -4 | 2 | -6 | -4 | 7 | -8 | 3 | -5
O=C(c1cc([N+](=O)[O-])ccc1N1CCN(S(=O)(=O)c2ccc(Cl)c(Cl)c2)CC1)N1CCOCC1 | 13 | -5 | 3 | 3 | 1 | 0 | 10 | -9 | 3 | 2
CCNC(=O)NC(=O)C(C)Sc1ccc2c(c1)OCCO2 (stereo not drawn) | 7 | -11 | -7 | -1 | 1 | -4 | 0 | -3 | -4 | 0
Cc1ccc(-n2[nH]c(C)c(/C=N/c3ccccn3)c2=O)cc1 | -3 | 15 | 1 | 0 | -1 | -4 | -3 | -10 | 0 | -6
COc1ccc(C(=O)N2CCCC(CO)C2)cc1OC1CCN(C(C)C)CC1 (stereo not drawn) | -3 | -11 | -4 | 1 | -9 | 0 | 5 | 14 | 4 | 1
O=C(Cn1cnc2ccccc21)c1ccc(Cl)cc1 | 3 | 11 | 3 | -2 | 6 | -2 | -6 | 4 | 0 | 0
O=C(CSc1nnc(-c2ccc([N+](=O)[O-])cc2)o1)Nc1ccccn1 | 0 | 10 | 1 | 3 | 0 | -2 | -3 | -3 | 2 | 4
Cc1ccc(CNC(=O)CO/N=C/c2ccc(C(C)(C)C)cc2)cc1 | 8 | 1 | 2 | -3 | 8 | -3 | 17 | 11 | 2 | 5
COCCNc1nc(Cl)c(C#N)s1 | -1 | 2 | 4 | 0 | -6 | 0 | -12 | -1 | 1 | 6
Cc1ccc(OCC(=O)O/N=C(\N)Cc2ccc([N+](=O)[O-])cc2)cc1C | 5 | 9 | -5 | -11 | -3 | 4 | 15 | 4 | -2 | 6
COc1ccc(/C(N)=N/OC(=O)CCCc2ccccc2)cc1 | 3 | -7 | 5 | 3 | -3 | -1 | -1 | 11 | 0 | -2
Cc1ccc2ccccc2c1C(O)c1ncc(-c2ccccc2Cl)[nH]1 (stereo not drawn) | 10 | 0 | -1 | -1 | -2 | 2 | 4 | 3 | -2 | -8
C=C(C)C1Cc2cc3ccc(=O)oc3cc2O1 (stereo not drawn) | i | 12 | 4 | -176 | -4 | -490 | 3 | 9 | -176 | -1

Three compounds picked at random from those above:
SMILES | ADAM10 inh | TDP2 absorb | SIAE primary | PLC-beta3 inh | Tn7 DDE FP | ADAM17 inh | ARFGAP1 inhibitor | ASAP1 inh | PLCg1 inh | Tn6 DDE FP
COc1ccc(/C=N/NC(=O)c2ccc(COc3ccccc3Cl)o2)cc1 | -23 | -2 | -2 | -11 | 3 | -11 | 0 | -6 | -13 | -3
Cc1ccc(-c2cc3ccccc3nc2N2CCCC2)cc1 | -17 | -4 | 0 | -13 | 8 | -8 | 2 | -7 | -8 | -3
O=C(CSc1nnc(-c2ccc([N+](=O)[O-])cc2)o1)Nc1ccccn1 | 0 | 10 | 1 | 3 | 0 | -2 | -3 | -3 | 2 | 4
